# HRas wt GTP: human HRas wildtype GTP binding, change in either direction; 0.14% of 190,000 active; AID 759; GTP binding activity, % at 10 µM; GST-Ras wt beads, Bodipy-FL-GTP binding, flow cytometry; actives lie on both sides;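 active = GTP binding activity at least 20% away from the 100% baseline, either lowered as inhibitor or raised as activator; inconclusive = flagged as likely green fluorescent, judged across all proteins in the well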;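 also: 0% = unlabeled GTP competition control and 100% = no-compound control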
# Target sequence (P01112 whole entry, looked up): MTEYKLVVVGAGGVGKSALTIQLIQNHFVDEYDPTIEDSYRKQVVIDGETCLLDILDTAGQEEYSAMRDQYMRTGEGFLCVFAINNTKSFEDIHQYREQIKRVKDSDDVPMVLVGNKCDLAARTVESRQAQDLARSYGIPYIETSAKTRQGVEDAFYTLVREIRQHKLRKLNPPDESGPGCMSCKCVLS
# Rab7 wt modul: dog Rab7 wildtype GTP binding, inhibitors and activators; GST-Rab7 beads, fluorescent GTP binding, flow cytometry; actives lie on both sides; untreated = 100%, excess cold GTP = 0%; GTP binding activity (percent of control), % at 10 µM; 0.055% of 190,000 active;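 active = fluorescent GTP binding to Rab7 beads changed by at least 20 points from the 100% baseline, either direction, mostly lower; inconclusive = compound itself probably fluorescent, or too few beads counted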;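 also: median green fluorescence of bound Bodipy-FL-GTP per Rab7 bead population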
# Cdc42 wt: modulators (inhibitors or activators) of GTP binding to human Cdc42 wildtype; P60953; GST-Cdc42 beads, Bodipy-GTP binding, flow cytometry; actives lie on both sides; AID 761; 0.2% of 190,000 active; percent activity (GTP binding), % at 10 µM;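 active = percent activity GTP binding at least 20 points away from the 100% baseline, either down as inhibitor or up as activator; inconclusive = compound flagged as likely green fluorescent from well-wide comparison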;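 also: median bead fluorescence of bound Bodipy-FL-GTP at 100 nM; 0% = excess unlabeled GTP control and 100% = no compound control; below 100% means less GTP binding so inhibitor and above means activator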
# Target sequence (P60953 whole entry, looked up): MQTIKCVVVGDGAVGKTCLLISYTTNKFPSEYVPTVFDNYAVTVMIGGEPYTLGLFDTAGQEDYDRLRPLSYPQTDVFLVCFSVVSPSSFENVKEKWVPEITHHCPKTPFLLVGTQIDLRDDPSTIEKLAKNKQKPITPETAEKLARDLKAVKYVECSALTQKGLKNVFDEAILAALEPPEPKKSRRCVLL
# Rac1 wt GTP bind: alters GTP binding to wildtype human Rac1; GST-Rac1 beads, fluorescent GTP binding, flow cytometry; actives lie on both sides; 0 = cold GTP competed, 100 = untreated; GTP binding activity (% of control), % at 10 µM; 0.27% of 190,000 active; AID 757;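 active = GTP binding activity at least 20 points away from the 100% control level, either lower or higher; inconclusive = compound flagged as likely green fluorescent, judged across all proteins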
# Bim-Mcl-1: human Bim-Mcl-1 interaction inhibition; Q07820; Bead-based flow cytometry, Bim peptide-Mcl-1 binding; inhibition, % at 10 µM; 0.1% of 190,000 active; in the data active = inhibition above about 40%;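 also: 0% = no compound tracer wells and 100% = peptide blocker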
# Target sequence (Q07820 whole entry, looked up): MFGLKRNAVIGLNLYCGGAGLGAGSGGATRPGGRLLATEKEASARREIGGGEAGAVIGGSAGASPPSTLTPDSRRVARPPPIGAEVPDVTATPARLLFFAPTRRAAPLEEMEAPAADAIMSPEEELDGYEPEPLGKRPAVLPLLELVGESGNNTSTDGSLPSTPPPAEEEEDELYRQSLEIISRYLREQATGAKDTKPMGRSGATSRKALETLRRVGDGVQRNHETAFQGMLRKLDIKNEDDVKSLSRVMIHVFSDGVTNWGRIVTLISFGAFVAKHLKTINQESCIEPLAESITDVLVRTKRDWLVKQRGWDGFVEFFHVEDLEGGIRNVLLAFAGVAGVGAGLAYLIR
# Rac1 mut GTP: human Rac1 activated mutant GTP binding change. GST-Rac1 activated beads, fluorescent GTP binding, flow cytometry; actives lie on both sides; 100% means binding = to untreated wells. percent activity (GTP binding), % at 10 µM. 0.11% of 190,000 active. AID 764;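 active = GTP binding at least 20 percentage points away from the 100% baseline, in either direction, so actives lie on both sides; inconclusive = Compound likely fluorescent itself, or too few beads counted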
# Mcl1-Noxa inh: disrupts binding of human Mcl-1 to Noxa peptide. 1.5% of 220,000 active. TR-FRET Mcl-1/Noxa peptide binding, 2 h. Q07820. inhibition, % at 21.7 µM;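 active = compounds that cut the protein-peptide binding signal by more than 50% relative to plate controls in a single-dose test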;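 also: His-tagged Mcl-1 with rhodamine Noxa BH3 peptide and terbium anti-His antibody; 0% = Mcl-1 plus Noxa peptide wells and 100% = peptide-only wells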
# Mcl1-Bid inh: Mcl-1/Bid interaction inhibition; Q07820; TR-FRET Mcl-1/Bid-Dy647 peptide binding, 1536-well; inhibition, % at 21.7 µM; 0.97% of 220,000 active;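 active = compounds that cut the binding signal by more than half at the single screening dose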;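 also: His-tagged Mcl-1 with europium anti-His antibody binding Bid BH3 peptide; 0% = Mcl-1 plus peptide wells and 100% = peptide-only wells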
# Pf gamet viab: kills late stage P. falciparum gametocytes. 0.065% of 150,000 active. inhibition, % at 10.9 µM. P. falciparum stage V gametocytes, ATP luminescence, 24 h;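 active = inhibition above the mean plus 3 SD of compounds within the control limits, set per campaign, cut at about 38% in these data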;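 also: 0% = DMSO wells and 100% = medium only without gametocytes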
# Rab2A wt mod: changes GTP binding to wildtype dog Rab2A, up or down. GST-Rab2 wt beads, Bodipy-GTP binding, flow cytometry. GTP binding activity, % at 10 µM. 0.19% of 190,000 active. AID 760;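 active = GTP binding activity at least 20 points away from 100%, either lowered or raised; inconclusive = signal likely due to the compound's own green fluorescence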;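 also: 0% = beads with excess unlabeled GTP and 100% = no-compound control corrected for plate trend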
# Avidin bead fluor: avidin bead compound fluorescence profile; Avidin beads, compound fluorescence 488/530 nm, flow cytometry; active compounds read high; fluorescence (KMESF) at 10 µM; 0.38% of 220,000 active; AID 1775; in the data active = fluorescence above about 47; also: inactives centre near 10
# * = called active by the depositor; ? = inconclusive; nt = not tested or not shown.
SMILES,HRas wt GTP,Rab7 wt modul,Cdc42 wt,Rac1 wt GTP bind,Bim-Mcl-1,Rac1 mut GTP,Mcl1-Noxa inh,Mcl1-Bid inh,Pf gamet viab,Rab2A wt mod,Avidin bead fluor
Cc1cc(NC(=O)CCc2ccc(S(=O)(=O)N3CCOCC3)cc2)n(-c2ccccc2)n1,101,98,103,109,0,103,1,-6,nt,102,34
CCOc1ccc(NC(=O)N(C2CCCCC2)C(C)c2cccnc2)cc1 (configuration not stated),101,101,101,108,-1,99,7,-32,nt,101,8
CC1CCC(C(C)C)C(OCC(O)CN2CCCC(C)C2)C1 (configuration not stated),101,108,97,100,-21,96,5,-5,12,99,26
O=c1nc2n(c3cccc(Cl)c13)CCCCC2,99,107,95,101,1,96,-14,-11,11,102,5
CCCCNC(=O)Cc1coc2ccc3ccccc3c12,102,103,103,103,0,98,8,-7,-10,104,11
O=C1NC(=O)/C(=C\c2ccc(Oc3cnccn3)cc2)S1,91,94,93,94,-1,92,-3,-31,12,92,9
Brc1ccc(OCc2nnnn2-c2ccccc2)cc1,100,107,98,101,0,98,8,-16,-15,100,5
CCOC(=O)N1CCN(C(=O)C(CC)c2ccccc2)CC1 (configuration not stated),99,100,99,104,0,99,4,-9,nt,98,7
O=C(c1cc2cc(Br)cc(Br)c2oc1=O)N1CCCc2ccccc21,101,100,99,102,0,100,1,0,nt,101,5
Cc1cc(N2CCN(c3ccccc3)CC2)n2ncnc2n1,94,98,93,95,4,94,-10,-45,nt,95,5
CCOC(=O)C1=C(C)N(CCO)C(=O)NC1c1cccc(O)c1 (configuration not stated),103,100,102,103,0,100,-13,-51,-9,101,7
COc1ccc(C(CNC(=O)c2cc(=O)[nH]c3ccccc23)N2CCCC2)cc1 (configuration not stated),101,99,104,102,-2,97,16,-32,nt,98,21
Cc1cccc(Nc2ncnc3nc[nH]c23)c1C,103,101,111,109,-2,102,5,5,nt,104,24
CCCN1C(=O)/C(=C/c2c(NCCCOCC)nc3c(C)cccn3c2=O)SC1=S,?,?,?,?,-4,?,25,-25,nt,?,27
O=C(N1CCOCC1)N(CCN1CCOCC1)Cc1cccc(Cl)c1,99,98,101,100,-1,99,23,-17,-13,100,10
O=C(Cc1cccs1)Nc1cccc(-c2nc3cc4ccccc4cc3[nH]2)c1,103,109,99,102,0,101,24,-20,20,103,2
Cc1ccc(C(=O)N/C(=C/c2ccc(-c3cccc([N+](=O)[O-])c3)o2)C(=O)NC(C)C)cc1,95,99,97,102,-3,94,1,-25,nt,96,12
CCOC(=O)C1CCN(C(=O)CS(=O)Cc2nc(-c3ccc(C)cc3)oc2C)CC1 (configuration not stated),99,97,100,100,-4,98,12,-5,nt,100,23
CCNC(=S)NNC(=O)c1ccoc1C,104,102,106,110,4,102,-10,-30,nt,101,38
CC(C)(C)c1nc2ccccc2c(=O)n1N1C(=O)c2ccccc2C1=O,103,102,102,106,-4,100,5,6,nt,100,7
O=C(NCCO)c1cccc(S(=O)(=O)N2CCCCC2)c1,105,100,102,103,9,100,6,-33,nt,103,7
Cc1c(Br)c([N+](=O)[O-])nn1CC(=O)NCc1cccnc1,99,99,101,100,0,98,23,-14,11,98,9
Cc1cc(CNC(=O)Cn2cc([N+](=O)[O-])cn2)c2ccccc2n1,97,98,95,102,0,99,8,-2,12,98,22
CC1(C)Oc2ccc(C(=O)N3CCOCC3)cc2N(CC(=O)N2CCOCC2)C1=O,98,98,98,98,-5,96,4,-6,2,95,38
CC1(C(=O)NC2CCCCC2)CCC(=O)N1Cc1cccs1 (configuration not stated),99,95,99,100,-2,98,6,-2,nt,101,21
O=C(NCc1ccco1)c1ccc(S(=O)(=O)N2CCCCC2)cc1,98,103,99,101,0,96,8,-11,1,97,22
O=C(c1ccc(Cl)cc1)c1c[nH]c(C(=O)NNc2ccccc2)c1,103,106,107,101,1,98,-2,-19,20,111,11
CCNS(=O)(=O)c1ccc(NC(=O)c2ccccc2SCCOC)cc1,94,96,95,98,-1,94,2,-7,nt,96,3
CCOC(=O)c1ccc(NC(=O)c2cccc(S(=O)(=O)N3c4ccccc4CC3C)c2)s1 (configuration not stated),99,101,103,103,-3,101,0,2,14,98,12
O=C(CSc1nnc(-c2cccs2)o1)N1CCCc2ccccc21,99,102,99,103,-3,97,-19,-19,nt,98,11
O=c1cc(-c2ccccc2)c2ccc(O)c(CN3CCCCC3)c2o1,102,98,104,104,2,101,13,-8,-2,102,7
Cc1c(Cl)cnc(NC(=O)COC(=O)c2nn(C)c(=O)c3ccccc23)c1Cl,95,97,94,97,-4,96,27,-18,-16,94,12
COCCN(C(=S)Nc1ccccc1C)C(C)c1cccs1 (configuration not stated),101,99,100,104,-2,99,7,-28,-12,99,17
S=C1Nc2cc(Cl)ccc2Sc2ccccc21,96,98,100,98,-6,96,-8,10,-13,96,11
O=C(COC(=O)CNC(=O)c1ccc2c(c1)OCO2)Nc1ncc(Cl)cc1Cl,94,93,94,93,0,91,14,-5,3,92,9
Cc1ccc(CNC(=O)CCS(=O)(=O)c2ccc(C)cc2)cc1,100,101,99,98,0,96,-14,-13,-20,98,9
O=C(CSc1ccc(-c2ccccc2)nn1)N1CCOCC1,99,97,103,102,-1,99,9,2,nt,101,16
COCc1ccc(CN2CCCC(CO)(Cc3ccccc3C)C2)o1 (configuration not stated),100,96,103,104,0,98,3,-30,nt,100,10
O=C(CSc1nc2ccccc2o1)Nc1ccc(N2CCOCC2)cc1,99,99,100,101,-2,96,-3,-20,nt,98,10
CN1CCN(C(=S)SCc2nc(N)nc(Nc3ccc(F)cc3)n2)CC1,95,95,96,94,0,98,10,-30,0,97,10
CCN(CC)C(=O)CSc1nc2ccccc2c(=O)n1OC,102,102,101,104,-1,100,5,15,nt,102,7
COCCn1c(SCC(=O)Nc2ccc(F)cc2)nc2c(oc3ccccc32)c1=O,93,93,94,94,0,93,-27,23,-19,94,22
COc1ccc2nc(SCC(=O)N3CC(=O)Nc4ccccc43)c(C#N)cc2c1,96,94,98,99,0,95,-42,-22,5,96,10
CC1=NN(c2ccccc2)C(=O)/C1=C\c1ccc(Br)s1,94,94,88,92,5,90,8,-18,1,91,12
Cc1cc(-c2ccccc2)nc2[n+]1CCN2C,102,104,102,103,-1,98,16,-15,nt,100,9
Cc1ccc(S(=O)(=O)CCC(=O)OCn2nnc3ccccc3c2=O)cc1,94,91,95,102,1,96,-3,-23,nt,95,12
COc1ccc(OC)c(C2C(C#N)=C(N)Oc3cc(C)n(Cc4ccccn4)c(=O)c32)c1 (configuration not stated),100,98,100,96,0,96,34,23,-9,97,27
COC(=O)c1ccccc1OCCCOc1ccc(C=O)cc1OC,96,99,96,95,2,95,38,8,nt,94,8
C[n+]1cnc(-c2ccccc2)cc1-c1ccccc1,95,98,99,99,0,98,25,15,1,100,4
O=C(c1ccc(-c2ccccc2)cc1)N1CCN(c2nc3ccccc3o2)CC1,92,90,92,90,1,89,-6,-4,nt,90,5
# The results go on.
SMILES,HRas wt GTP,Rab7 wt modul,Cdc42 wt,Rac1 wt GTP bind,Bim-Mcl-1,Rac1 mut GTP,Mcl1-Noxa inh,Mcl1-Bid inh,Pf gamet viab,Rab2A wt mod,Avidin bead fluor
O=C(NCCc1cccs1)c1cccs1,98,105,99,99,2,95,3,-12,16,100,6
Clc1ccc2[nH]c3c(N4CCC5(CC4)OCCO5)ncnc3c2c1,103,102,103,108,-2,102,-2,-3,nt,100,19
CCCn1nc(C(=O)NCc2ccccn2)c2ccccc2c1=O,99,99,102,99,-2,96,-11,-3,nt,99,7
Cc1nc2ccccc2n1CCc1ccccc1,96,97,95,101,-6,95,-11,-22,5,95,10
COc1ccc(CN(C(=O)c2cnccn2)C(C(=O)NC(C)(C)C)c2cc(OC)c(OC)c(OC)c2)cc1 (configuration not stated),101,101,101,102,-4,97,10,-4,nt,102,31
O=C(CN1CCN(c2nc(-c3ccc(F)cc3)cs2)CC1)Nc1ccc2c(c1)OCO2,90,90,89,87,-6,89,-10,-25,nt,89,10
c1ccc(Cc2noc(CN3CCCC(CN4CCOCC4)C3)n2)cc1 (configuration not stated),98,107,99,99,-2,95,3,-55,10,98,8
Cn1c(N)c(C(=O)COC(=O)[C@H](Cc2ccccc2)N2C(=O)c3ccccc3C2=O)c(=O)n(C)c1=O,101,101,100,101,-1,100,15,-6,-12,98,12
Cc1onc(-c2ccccc2Cl)c1C(=O)Nc1nnc(C(C)C)s1,99,96,100,103,1,100,16,-8,nt,100,8
COc1ccc(/C=C2\CC/C(=C\c3ccc(OC)cc3OC)C2=O)c(OC)c1,98,101,98,98,-1,93,6,-20,-19,101,10
Cc1cnc(C(=O)OCC(=O)Nc2oc(-c3ccccc3)c(-c3ccccc3)c2C#N)cn1,93,97,89,87,0,93,54*,1,-5,96,10
COc1ccc(NC(=O)Nc2ccc3c(c2)N(C)C(=O)CS3)cc1OC,100,102,102,102,-1,100,32,-25,nt,98,5
O=[N+]([O-])c1ccccc1S(=O)(=O)NCCC1=CCCCC1,99,101,101,96,-3,97,3,-18,nt,100,10
CC(C)NC(=O)COC(=O)C1CSC2(c3ccc(Br)cc3)CCC(=O)N12 (configuration not stated),98,103,97,97,-1,97,6,-21,-8,99,9
CC(=O)Nc1nnc(SCc2cccc(F)c2)s1,96,100,96,96,0,95,8,-3,nt,96,5
CN1/C(=C\C(=O)COC(=O)CNC(=O)c2ccc3ccccc3c2)C(C)(C)c2ccccc21,100,103,99,102,-4,98,-57,-50,15,98,6
CSc1ccccc1NC(=O)c1ccc(Cl)s1,99,98,101,102,1,98,6,-3,nt,99,8
CCCCCCCCNC(=O)c1ccc(C)cc1,92,95,93,93,-1,87,2,7,13,92,11
O=C(Oc1cccc(NC(=O)c2ccccc2Cl)c1)c1ccc([N+](=O)[O-])cc1,99,102,103,103,-1,99,-4,-34,nt,104,6
N=c1c(C(=O)NC2CCCC2)cc2c(=O)n3ccccc3nc2n1CCN1CCOCC1,101,102,102,107,0,102,-4,-14,nt,101,8
O=c1c2cnn(-c3ccccc3)c2nc(-c2cccs2)n1-c1ccc(Br)cc1,97,92,103,102,-2,98,-7,13,nt,100,15
Fc1ccccc1SCc1nnc(-c2ccccc2Br)o1,97,100,97,98,-3,94,-4,-19,-9,94,9
COc1ccc(CNC(=O)COC(=O)CCOc2ccccc2)cc1,99,95,101,100,-6,99,16,-14,-4,100,13

# Compound activity deposited in PubChem by several laboratories.
